# NTR1 ag = agonists of NTR1, primary screen, imaging, U2OS cells, beta-arrestin-GFP, high content (AID 493036); P30989; NTR1-U2OS beta-arrestin-GFP spot imaging, agonist mode; activation, % at 20 µM; 330,000 tested, 0.17% active;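 active = activation at or above 40% of the spot to cytoplasm intensity ratio, with at least 20 cells analyzed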;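 note: 0% = DMSO without peptide and 100% = 100 nM NTR1 peptide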
# Target sequence (P30989 whole entry, looked up): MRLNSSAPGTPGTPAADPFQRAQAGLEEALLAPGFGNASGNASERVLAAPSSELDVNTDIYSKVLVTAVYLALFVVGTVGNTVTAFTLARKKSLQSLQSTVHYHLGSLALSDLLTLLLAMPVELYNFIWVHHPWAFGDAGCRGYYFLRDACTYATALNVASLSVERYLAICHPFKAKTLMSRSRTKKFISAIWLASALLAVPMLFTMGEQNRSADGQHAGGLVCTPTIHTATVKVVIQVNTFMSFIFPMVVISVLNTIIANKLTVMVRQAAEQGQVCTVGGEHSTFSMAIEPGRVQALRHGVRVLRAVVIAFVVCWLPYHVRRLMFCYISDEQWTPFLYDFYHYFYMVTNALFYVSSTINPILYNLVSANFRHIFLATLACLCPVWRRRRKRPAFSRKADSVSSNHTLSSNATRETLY
# NTR1 ag cell count 20 µM = further read-out of NTR1 ag, marked with its call; cell count; measured here: cell count, cytotoxicity flag
# The depositor's hits bear a star. An excerpt, so the mix of outcomes need not match the whole.
SMILES,NTR1 ag,NTR1 ag cell count 20 µM
Cc1ccc(CNC(=O)COC(=O)c2cc(=O)[nH]c3ccccc23)cc1,-1.5,67
CC1(NC(=O)c2ccccc2)CCN(CCCc2ccccc2)C1=O (stereo unspecified),-0.7,73
Cc1ccccc1NC(=O)Cc1nc(COC(=O)C(NC(=O)c2ccccc2C)C(C)C)cs1 (stereo unspecified),-1.8,52
COc1ccc(-c2cc(C(=O)OCC(=O)NC3CC3)c3ccccc3n2)cc1,-2.1,59
COc1ccc(S(=O)(=O)Nc2ccc3c(c2)C(=O)N([C@H](C)CO)C[C@H](C)[C@@H](CN(C)C(=O)Nc2c(C)noc2C)O3)cc1,-2.1,72
CN1CCN(C2CCN(Cc3ccc(O)c4ncccc34)CC2)CC1,-0.7,61
CCc1cccc(C)c1NC(=O)CN(C)C1=NS(=O)(=O)c2ccccc21,-1.4,72
C=CCN(c1ccccc1)S(=O)(=O)c1cccc(C(=O)NCC(c2ccccc2OC)N2CCCC2)c1 (stereo unspecified),2.7,66
O=C(c1ccco1)N1CCN(C(=O)c2cn(-c3ccccc3)nc2-c2ccc(F)cc2)CC1,-0.2,67
CC(NC(=O)CNC(=O)c1cccs1)c1cccc(C(F)(F)F)c1 (stereo unspecified),1.6,51
CC(C)(O)C1CC[C@@](C)([C@@H]2CC[C@]3(C)[C@H]2[C@H](O)CC2[C@@]4(C)CCC(O)C(C)(C)C4C(OC4OC(CO)C(O)C(O)C4O[C@@H]4OCC(O)C(O)C4O)C[C@]23C)O1 (stereo partly specified),-3.2,54
Cc1ccc(NC(=O)C2CCCCC2)cc1C,-3.6,78
C[C@H](CO)N1C[C@H](C)[C@H](CN(C)S(C)(=O)=O)Oc2c(cccc2N(C)C)C1=O,1.7,46
CCCCCN(C(=O)CCC(=O)OCC(=O)NC1CCC(C)CC1)c1c(N)n(CCCC)c(=O)[nH]c1=O (stereo unspecified),1.8,69
Cc1ccc(CNS(=O)(=O)CCNC(=O)c2ccc3c(c2)OCO3)cc1,-0.1,55
O=C(OCC(=O)c1ccc[nH]1)c1ccc(Cl)nc1,0.8,73
COc1cccc(/C=C/C(=O)OCC(=O)NC(=O)NC2CCCCC2)c1,3.9,45
COc1ccc2oc(C(=O)Nc3ccccc3N3CCOCC3)c(C)c2c1,4.7,41
O=S1c2ccccc2Nc2ccccc21,-5.4,91
Cc1ccc(C(=O)NCC(=O)OC(C)C(=O)Nc2ccccc2[N+](=O)[O-])s1 (stereo unspecified),0.1,59
C=CC[C@@H](Cc1ccc(F)cc1)C(=O)OC[C@@H]1CCCN1C(=O)[C@@H](CC=C)CC(=O)NCCO,-0.7,46
N#Cc1ccccc1OCC(=O)OCC(=O)NC1CCCCCC1,-1.0,48
COc1ccc(Br)c(C(=O)NNC(=O)c2ccc(NS(=O)(=O)c3cccs3)cc2)c1,2.4,58
NS(=O)(=O)c1cccc(NC(=O)CCc2ccc(S(=O)(=O)N3CCOCC3)cc2)c1,-0.5,72
COc1ccc2sc(-c3ccc(SC)cc3)c(-c3ccc(O)cc3)c2c1,25.2,56
# The listing continues.
SMILES,NTR1 ag,NTR1 ag cell count 20 µM
CC(C)n1ncc2c(C(=O)N3CCN(c4ccc(F)cc4)CC3)cc(-c3ccccc3)nc21,1.9,53
O=C(CSc1nnc(Nc2ccccc2F)s1)NCC1CCCO1 (stereo unspecified),3.2,55
O=C(c1ccco1)N1CCN(Cc2cc(=O)c(OCc3ccccc3)co2)CC1,-1.0,77
CC(=O)Nc1ccc(C(=O)OCC(=O)N(c2ccccc2)C2CCS(=O)(=O)C2)cc1 (stereo unspecified),0.2,83
COc1cc(OC)cc(-c2c(-c3cccs3)c3cc(-c4ccc(SC)cc4)ccc3n2C)c1,0.0,66
COc1ccc(CN(C)C(=O)COC(=O)c2ccc(-c3ccccc3)cc2)c(OC)c1OC,2.4,62
CC(C)(C)N(Cc1ccccc1)C(=O)COC(=O)C1CCN(c2ccc(C(F)(F)F)cn2)CC1,1.1,59
COc1cccc(CN(C)C(=O)C(Cc2ccccc2)NC(=O)c2ccccc2)c1OC (stereo unspecified),0.0,68
O=C(Nc1ccccc1Br)c1cccc2ccccc12,-0.7,52
COc1ccccc1-c1nn(-c2ccccc2)cc1C(=O)N1CCN(C(=O)c2ccco2)CC1,1.5,58
O=C(COC(=O)[C@@H]1CC(O)CN1S(=O)(=O)c1ccc2c(c1)OCCO2)Nc1cc(F)ccc1F (stereo partly specified),0.5,53
COC(=O)c1ccccc1S(=O)(=O)N1CCC(C(=O)NCC2CCCO2)CC1 (stereo unspecified),0.5,47
O=c1c2ccccc2oc2c1ccc1ccccc12,5.6,55
COc1cc(OC)c2c(-c3cccc(-c4ccc(F)c(Cl)c4)c3)cc(=O)oc2c1,2.7,61
CC[C@]1(C(=O)OC)[C@H]2C(=O)N(Cc3ccccc3)C(=O)[C@H]2[C@H]2CN(C)C(=NCc3ccccc3)N21,1.0,51
CCC1(c2ccccc2)NC(=O)N(CC(=O)Nc2cccnc2Cl)C1=O (stereo unspecified),1.7,53
COc1ccc(CCC(=O)OCC(=O)Nc2sccc2C(N)=O)cc1OC,5.6,59
CC(Sc1nnc(C2CC2)n1C1CC1)C(=O)Nc1ccc(C(N)=O)cc1 (stereo unspecified),-1.9,58
Cc1cccc(OCCCC(=O)NNC(=O)c2ccccn2)c1,0.0,56
C=C1/C=C(\C)[C@](C)(O)C[C@H](O)CC(=O)[C@H](O)[C@@H](O)[C@H](C)C[C@H](C)OC(=O)/C(C)=C/CC/C=C/[C@@H]2O[C@H]2C[C@H](C)C1,2.6,58
Cc1cc(NC(=O)C(C)Sc2nnc(NCc3ccco3)s2)no1 (stereo unspecified),2.3,48
Cc1ccccc1-c1nnc(SCC(=O)N(C)C2CCS(=O)(=O)C2)n1C (stereo unspecified),0.7,59
COc1ccc2c(=O)cc(CO)oc2c1,-0.2,66
CCOc1ccc(S(=O)(=O)N2CCN(C(=O)CCC(=O)N3CCOCC3)CC2)cc1,-0.3,69
Cc1ccc2nc(SCC(=O)NCc3ccc(F)cc3)nc(=O)n2c1,-0.4,69
# The listing continues.
SMILES,NTR1 ag,NTR1 ag cell count 20 µM
Cc1cccn2c(=O)nc(SCC(=O)NCc3ccccc3Cl)nc12,-0.5,70
Cc1c(NC(=O)CN2C(=O)NC(C)(c3ccc(Cl)cc3)C2=O)c(=O)n(-c2ccccc2)n1C (stereo unspecified),0.9,44
COc1ccc(CC(=O)Nc2ccc(S(=O)(=O)N(C)C3CCN(C)CC3)cc2)cc1,-3.2,54
Cc1ccc(C(C)C)c(OCC(=O)NCC(c2cccs2)N2CCOCC2)c1 (stereo unspecified),1.3,69
Cc1cccnc1NC(=O)c1ccc(NS(=O)(=O)/C=C/c2ccccc2)cc1,-0.4,56
Cc1cccc(C(C)C)c1NC(=O)CN1C(=O)NC(Cc2ccccc2)C1=O (stereo unspecified),-0.5,64
O=C(COC(=O)COc1ccc(Cl)cc1)NC1CCCCCC1,-0.2,65
CC(NS(=O)(=O)c1ccc(Cl)cc1)C(=O)OCC(=O)Nc1ccc(N(C)C)cc1 (stereo unspecified),0.0,61
O=C(CNC(=O)C1CCCCC1)OCC(=O)c1cccc(Cl)c1,-1.3,61
CCCc1cc(=O)[nH]c2nnc(SCC(=O)Nc3ccc(C(C)=O)cc3)n12,-1.0,72
O=C(NCc1ccccc1)c1ccc(NS(=O)(=O)c2cccs2)cc1,-1.6,66
CSCCC(NC(=O)c1ccccc1)C(=O)N1CCN(C(C)=O)CC1 (stereo unspecified),-0.4,52
O=C(COC(=O)c1cc(S(=O)(=O)N2CCCCC2)ccc1Cl)NC1CCS(=O)(=O)C1 (stereo unspecified),-0.9,62
CC1CC(=O)Nc2ccccc2N1C(=O)CSc1ccc2ccccc2n1 (stereo unspecified),-1.8,65
COc1ccc(CC(=O)OCC(=O)NCc2ccc3c(c2)OCO3)cc1OC,1.0,68
CC(=O)c1cccc(NC(=O)C2CC(=O)N(c3ccc4c(c3)OCCO4)C2)c1 (stereo unspecified),1.3,68
O=C1CN(C(=O)COC(=O)c2ccc(Cl)cc2)c2ccccc2N1,0.0,54
CCC(C)(C)C1CCc2[nH]nc(C(=O)NCc3ccccn3)c2C1 (stereo unspecified),11.7,77
COc1ccc([C@@H]2CC=C(C(=O)O)[C@H](c3ccc(Cl)cc3)N2S(=O)(=O)c2ccc(C)cc2)cc1OC,9.5,70
CC(C)CN(C(=O)COC(=O)CSc1ccccc1F)c1c(N)n(Cc2ccccc2)c(=O)[nH]c1=O,0.7,57
O=C(COC(=O)Cc1ccc(F)cc1)NC1CCS(=O)(=O)C1 (stereo unspecified),0.3,65
COc1ccccc1NC(=O)CSc1nnc2ccccn12,2.2,59
O=C(Nc1ccccc1)c1cccc(NC(=O)c2ccco2)c1,-0.7,39
CCCCn1c(N)c(N(CC(C)C)C(=O)CSC(C)C(=O)Nc2cc(C)on2)c(=O)[nH]c1=O (stereo unspecified),1.4,62
C[C@@H](NC(=O)Cn1cnc2c(OCc3ccccc3)ncnc21)c1cccc2ccccc12,4.7,56

# Some of the entries so far, with bars between the fields.
Compound | NTR1 ag | NTR1 ag cell count 20 µM
Cc1cccn2c(=O)nc(SCC(=O)NCc3ccccc3Cl)nc12 | -0.5 | 70
Cc1c(NC(=O)CN2C(=O)NC(C)(c3ccc(Cl)cc3)C2=O)c(=O)n(-c2ccccc2)n1C (stereo unspecified) | 0.9 | 44
COc1ccc(CC(=O)Nc2ccc(S(=O)(=O)N(C)C3CCN(C)CC3)cc2)cc1 | -3.2 | 54
Cc1ccc(C(C)C)c(OCC(=O)NCC(c2cccs2)N2CCOCC2)c1 (stereo unspecified) | 1.3 | 69
Cc1cccnc1NC(=O)c1ccc(NS(=O)(=O)/C=C/c2ccccc2)cc1 | -0.4 | 56
Cc1cccc(C(C)C)c1NC(=O)CN1C(=O)NC(Cc2ccccc2)C1=O (stereo unspecified) | -0.5 | 64
O=C(COC(=O)COc1ccc(Cl)cc1)NC1CCCCCC1 | -0.2 | 65
CC(NS(=O)(=O)c1ccc(Cl)cc1)C(=O)OCC(=O)Nc1ccc(N(C)C)cc1 (stereo unspecified) | 0.0 | 61
O=C(CNC(=O)C1CCCCC1)OCC(=O)c1cccc(Cl)c1 | -1.3 | 61
CCCc1cc(=O)[nH]c2nnc(SCC(=O)Nc3ccc(C(C)=O)cc3)n12 | -1.0 | 72
O=C(NCc1ccccc1)c1ccc(NS(=O)(=O)c2cccs2)cc1 | -1.6 | 66
CSCCC(NC(=O)c1ccccc1)C(=O)N1CCN(C(C)=O)CC1 (stereo unspecified) | -0.4 | 52
O=C(COC(=O)c1cc(S(=O)(=O)N2CCCCC2)ccc1Cl)NC1CCS(=O)(=O)C1 (stereo unspecified) | -0.9 | 62
CC1CC(=O)Nc2ccccc2N1C(=O)CSc1ccc2ccccc2n1 (stereo unspecified) | -1.8 | 65
COc1ccc(CC(=O)OCC(=O)NCc2ccc3c(c2)OCO3)cc1OC | 1.0 | 68
CC(=O)c1cccc(NC(=O)C2CC(=O)N(c3ccc4c(c3)OCCO4)C2)c1 (stereo unspecified) | 1.3 | 68
O=C1CN(C(=O)COC(=O)c2ccc(Cl)cc2)c2ccccc2N1 | 0.0 | 54
CCC(C)(C)C1CCc2[nH]nc(C(=O)NCc3ccccn3)c2C1 (stereo unspecified) | 11.7 | 77

# Further compounds.
SMILES,NTR1 ag,NTR1 ag cell count 20 µM
O=C(C[C@H]1C/C=C\C[C@@H](Cc2ccc(F)cc2)C(=O)O[C@H](c2ccccc2)CNC1=O)N[C@@H](CO)Cc1ccccc1,-0.3,65
Cc1ccc(C)c(-c2nnc(NC(=O)c3ccc([N+](=O)[O-])o3)o2)c1,1.4,60
Cc1ccc(C2(C)NC(=O)N(CC(=O)N3CCc4ccccc43)C2=O)cc1 (stereo unspecified),2.9,42
Cc1ccc2nc(SCC(=O)NCc3ccccc3)nc(=O)n2c1,1.2,61
CCCN(C(=O)COC(=O)CCOc1ccccc1)c1c(N)n(Cc2ccccc2)c(=O)[nH]c1=O,1.3,74
Cc1ccc(S(=O)(=O)N2CCN(c3ncnc4ccccc34)CC2)cc1,-1.8,18
Cc1nc(-c2ccccc2)nc2n[nH]c(N)c12,-0.4,56
C[C@H](CO)N1C[C@H](C)[C@@H](CN(C)CC2CC2)Oc2c(NS(=O)(=O)c3ccc(F)cc3)cccc2C1=O,0.0,80
COc1ccc([C@H]2CC(=O)C=C(c3cccc(OC)c3OC)C2)cc1OC,-1.1,60
COc1ccc(C(=O)N/N=C/c2ccc(N3CCOCC3)s2)cc1OC,1.7,53
COc1ccc(NC(=O)C2COc3ccccc3O2)cc1S(=O)(=O)N1CCOCC1 (stereo unspecified),2.1,99
CCC(C(=O)OCC(=O)NC(=O)c1ccccc1)c1ccccc1 (stereo unspecified),-0.4,56
O=C(NNC(=O)c1ccccc1[N+](=O)[O-])c1csc(N2CCOCC2)n1,-0.8,73
COc1ccccc1C(=O)NCCC(=O)N(C)CC(=O)Nc1ccc(N2CCOCC2)cc1,0.1,63
CC(C(=O)NC(=O)NC1CCCCC1)N1CCN(c2ccc(O)cc2)CC1 (stereo unspecified),-0.9,50
O=C1CCCN1C(=O)COc1cc(F)ccc1[N+](=O)[O-],-0.2,70
COc1ccccc1COC(=O)c1ccc(S(=O)(=O)N2CCOCC2)cc1,2.7,74
CCCCCCSc1ccc(-c2nc3ccc(Cl)cn3c2NC2CCCCC2)cc1,1.3,64
CC(C)(C)c1ccc2c(c1)C(c1ccc3c(c1)OCO3)CC(=O)O2 (stereo unspecified),6.2,59
CCOc1ccc(C=NNc2ccc(S(=O)(=O)Nc3ccccc3C(=O)O)cc2[N+](=O)[O-])cc1,3.1,62
CCn1c(SCC(=O)Nc2cccc(S(=O)(=O)N(C)c3ccccc3)c2)nnc1C1CC1,0.8,48
CCCCN(C(=O)c1cnccn1)c1c(N)n(CCC)c(=O)[nH]c1=O,-1.1,67
Cc1ccc([N+](=O)[O-])cc1S(=O)(=O)Nc1ccc(C(=O)NCc2ccccn2)cc1,0.6,51
C#CCOCCOCCOCCNc1nc(N2CCOCC2)nc(N2CCN(C(=O)CCCCCCCCCCNC(=O)[C@@H](CCSC)n3cc(CCO)nn3)CC2)n1,-2.7,89
COc1ccccc1C(=O)NC(=O)COC(=O)c1ccc([N+](=O)[O-])cc1,1.5,63
CC(C)(C)OC(=O)C[C@@H]1C/C=C\C[C@H](CC(=O)N[C@H](CO)Cc2ccccc2)C(=O)N[C@H](Cc2ccccc2)COC1=O,5.1,47
